MEKK2 WT-MEK5: raises or lowers MEK5 binding to wildtype human MEKK2 PB1 domain. bead flow cytometry, Alexa488-MEK5 binding to MEKK2 WT; actives lie on both sides. binding response (% of control), % at 10 µM. 290,000 compounds, 1.1% hits. AID 1531; in the data active = binding response below about 67% or above about 130%
IDE inh: inhibitors of human insulin-degrading enzyme in cells; P14735; HEK cells, FAbetaB cleavage, fluorescence polarization; inhibition, % at 5.59 µM; 320,000 compounds, 0.41% hits; AID 434962;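 active = percent inhibition above the average of all tested compounds plus 3 SD, set per screening campaign, cut at about 16% in these data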;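 note: IDE supplied by intact live HEK cells; FP after avidin binding of uncleaved biotin substrate so inhibition keeps polarization high; 0% = DMSO wells and 100% = 60 µM reference IDE inhibitor Ii1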
IDE act: IDE (human) activation, cell-based | P14735 | HEK cells, FAbeta-B cleavage, fluorescence polarization; 0% vehicle, 100% cell-free pure enzyme wells | activation, % at 5.96 µM | 340,000 compounds, 0.073% hits | AID 493087;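 active = activation above the mean of all tested compounds plus 3 SD, set per screening campaign, cut at about 17% in these data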
UBC9 SUMO inh: SUMOylation inhibition. P63279. HTRF SUMOylation assay, SAE1/SAE2 + UBC9, in vitro. inhibition, % at 35 µM. 290,000 compounds, 0.36% hits; in the data active = inhibition above about 50%, passing the limit was not always enough; note: strong numbers were not always called active
MEKK2mut PB1 HTS: signal of MEK5 binding to mutant human MEKK2 PB1 domain; bead flow cytometry, Alexa488-MEK5 binding to MEKK2 mutant; percent response, % at 10 µM; 290,000 compounds, 0.35% hits; AID 1530; in the data active = percent response above about 24%, passing the limit was not always enough; note: inactives centre near 1; some results filed as inactive read as strong as hits; reference of the scale not given here
NALP1 yeast inh: blocks the NALP1 inflammasome reconstituted in yeast. S. cerevisiae NALP1/ASC/caspase-1 growth, X-gal OD620, 72 h. inhibition, % at 10 µM. 280,000 compounds, 0.61% hits. AID 2071; in the data active = inhibition mostly above about 24%, no sharp cut-off; inactive = mostly below about 32%; note: some compounds called inactive have numbers as strong as hits
MEKK3 PB1 HTS: MEKK3-MEK5 PB1 interaction, increase or decrease; Q99759; bead-based flow cytometry, Alexa488-MEK5 binding to MEKK3; actives lie on both sides; 0 = blocked by unlabeled MEK5, 100 = vehicle; binding response (% of control), % at 10 µM; 290,000 compounds, 1.4% hits; AID 1529;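 active = binding response more than 3 SD above or below the average of its plate-row segment, actives on both sides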;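 note: Alexa488 bead fluorescence after subtracting the streptavidin-only scavenger bead signal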
PfM18AAP inh: PfM18AAP enzyme inhibition. recombinant PfM18AAP, H-Glu-NHMec fluorogenic cleavage. inhibition, % at 7.35 µM. 290,000 compounds, 1.2% hits. AID 1822;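 active = inhibition above the campaign mean inhibition over all tested compounds plus 3 SD, cut at about 28% in these data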;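 note: 0% = plate median of test compound wells and 100% = 2 mM ZnCl2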
p-CIP stab down: lowers stability of the mouse p/CIP coactivator protein. decrease of EGFP signal, % at 10 µM. 290,000 compounds, 0.01% hits. Q05BA5. AID 1984. F442A p/CIP-EGFP cells, EGFP fluorescence, 16 h;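 active = EGFP signal decrease of at least 30% at 10 µM or well 3 SD below plate mean, unless failing retest; inactive = the rest, including hits failing retest or dose response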; note: some compounds called inactive have numbers as strong as hits; many of its hits are not listed in these tables
Starred values were filed as active, the others as inactive; . = no result given; [ ] = remark or other dose. The list is partial; count on the stated rates, not on these rows.

MEKK2 WT-MEK5	IDE inh	IDE act	UBC9 SUMO inh	MEKK2mut PB1 HTS	NALP1 yeast inh	MEKK3 PB1 HTS	PfM18AAP inh	p-CIP stab down	canonical_smiles
103	5	3	-11	-2	12	100	-1	12	COc1ccc(OC2CCN(S(=O)(=O)c3ccccc3)CC2)cc1
100	5	2	6	3	11	101	-4	7	COc1ccccc1CNC(=O)Cn1cnnn1
98	0	2	-4	6	26	100	7	0	COC(=O)[C@H]1C[C@@H]1[C@H](N)c1ccccc1
94	1	2	5	-1	14	96	-5	-15	CCc1ccc(N(C(=O)c2snc(C(N)=O)c2N)C(C(=O)NCC2CCCO2)c2cccs2)cc1 (stereo unspecified)
102	-3	7	99	1	20	103	-6	-15	CN1C(=O)N(C)c2ccc(C=O)c3cccc1c23
101	-8	3	3	1	20	101	-9	-9	Cc1ccc(CSC2=NCCN2S(=O)(=O)c2ccc(F)cc2)cc1
102	1	3	-7	6	1	103	8	-20	Cc1c(Cl)cccc1NC(=S)NCc1ccc(F)cc1
99	1	6	12	1	2	98	1	5	Cc1cc(=O)oc2c(C)c(OC(C)C(=O)NCCCn3ccnc3)ccc12 (stereo unspecified)
97	1	-1	21	3	12	102	4	1	COc1ccc(NC(=O)CSc2nnc(-c3ccccn3)n2N)cc1Cl
103	2	0	1	1	16	104	-11	-36	CCc1ccc(-c2cn(-c3nc(C)cc(C)n3)c(=N)o2)cc1
99	4	-1	25	1	-3	101	-9	-25	CCOC(=O)C(C)(C)Sc1nc2c(cnn2-c2ccc(Cl)cc2)c(=O)[nH]1
103	2	2	12	10	11	104	-1	3	Nc1nnc(Cc2ccc(Cl)c(Cl)c2)s1
99	4	2	2	-1	12	94	3	-5	Cc1nc(NCCc2ccccc2)c2nnn(Cc3ccccc3)c2n1
93	0	5	7	-2	9	100	8	-2	CC(=O)Nc1nc(-c2ccc3c(c2)CCN3C(=O)C2CC2)c(C)s1
101	-3	6	-1	1	0	102	-18	-11	CCOC(=O)C1CCN(C(=O)C2CCN(S(=O)(=O)CC)CC2)CC1
97	-4	5	21	-5	7	99	-4	-4	Cc1cc(C)c(C(=O)Nc2ccccc2)c(CC(C)(C)C(=O)O)c1
107	0	5	.	4	.	106	.	.	CCCCCCCCN1[C@@H](CC(=O)O)c2cc(F)ccc2S1(=O)=O
101	4	7	6	3	-2	100	12	-6	COC(=O)CCCNC(=O)c1ccc2oc(CCCc3ccccc3)nc2c1
96	1	1	15	-3	-3	95	8	-10	Cc1ccc(C(=O)N/C(=C/c2ccco2)C(=O)Nc2cccc(C)c2)cc1
99	-3	5	0	0	29	123	9	2	COc1ccc2c(c1OC)C(=O)OC2Nc1nc(-c2cc3ccccc3oc2=O)cs1 (stereo unspecified)
98	-10	-3	22	0	7	100	0	4	Cc1cccc(/C=C/c2nc3ccccc3c(=O)[nH]2)c1
109	8	-2	-1	10	4	107	0	-8	O=C(Nc1ccc(N2CCN(C(=O)c3ccc(Cl)cc3)CC2)cc1)c1cccs1
113	-4	1	-14	8	9	109	-9	-3	O=C(CSc1nnc(-c2ccc(O)cc2)n1Cc1ccco1)c1ccccc1
101	-2	-1	-8	0	-32	99	0	8	O=C(O)c1cc(-c2ccc(N3CCOCC3)cc2)nn1-c1ccccc1Cl
96	1	-1	16	-4	6	97	1	-7	CCOC(=O)c1nnn(-c2nonc2N)c1CNC(C)C
102	-4	2	-11	3	6	103	0	-11	Cc1cc([N+](=O)[O-])nn1CC(=O)NCc1ccc(Cl)cc1
98	8	2	-1	6	7	101	4	-10	Cc1onc(-c2ccccc2)c1C(=O)N1CCC(CO)(Cc2ccccc2)CC1
103	-2	8	-1	2	3	105	6	0	CSc1ncc(CN2CCN(CC=C(C)C)C(CCO)C2)cn1 (stereo unspecified)
133	5	2	14	14	21	103	6	-13	Cc1[nH]c2ccc(C(=O)NCCCN(C)C3CCCCC3)cc2c1C
95	-1	0	-56	-3	-4	97	2	-11	Cc1nc(SCC(=O)c2ccc(Cl)s2)c2oc3ccccc3c2n1
111	6	2	8	5	-8	112	11	3	COc1ccc(OC(=O)c2ccncc2)cc1
102	7	1	13	-10	0	96	7	-7	C/C(=N\NC(=O)CCCC(=O)O)c1c(-c2ccccc2)c2cc(Cl)ccc2[nH]c1=O
.	5	1	26	.	10	.	2	5	CC(/C=C/C(=O)c1ccc(C)cc1)=C\c1ccccc1
89	-1	7	1	-4	-4	86	7	0	Cc1cc(C)n(-c2cc(N3CCOCC3)nc(-c3ccccc3)n2)n1
101	-3	-4	-3	1	9	99	2	0	CSC1CCCCC1(O)CSc1nc2ccccc2o1 (stereo unspecified)
102	2	1	6	2	10	100	12	5	COc1ccc(NC(=O)CN2CCc3ccccc3C2)c([N+](=O)[O-])c1
99	-2	3	-14	0	6	102	12	-4	COC(=O)c1c(-c2cccc3ccccc23)csc1NC(=O)Cc1ccc(OC)c(OC)c1
97	4	4	33	-2	-2	101	0	1	CCOC(=O)CSc1nnc(CNC(=O)c2ccc(OC)cc2)n1Cc1ccccc1
96	0	-5	-8	1	7	98	3	-9	C[C@H](NC(=O)c1ccccc1Cl)C(=O)OCCOc1ccc(Cl)cc1
102	4	2	-17	0	30	93	-1	2	Cc1ccccc1CSCC(=O)N1CCN(c2ccccc2)CC1
-7.0*[inhibitor]	-1	5	22	-22	33	1.0*[inhibitor]	2	-1	COc1ccc2nc(NC(=O)CN(C)S(=O)(=O)c3cccs3)sc2c1
104	-5	-3	-6	3	41	104	2	4	C/C(=N\NC(=O)c1ccn(C)n1)c1cccc(NC(=O)c2ccc(C)s2)c1
78	-1	8	2	-6	-2	69	-7	-6	COc1ccc(N(C(C)C(=O)NC2CCCCCC2)S(C)(=O)=O)cc1 (stereo unspecified)
95	8	5	31	0	-13	101	-42	-7	Cc1ccc(NC(=O)c2nc(S(=O)(=O)Cc3ccccc3C)ncc2Cl)cc1C
104	7	1	-3	-1	20	102	1	-5	COC(=O)c1sccc1NC(=O)c1ccccc1[N+](=O)[O-]
107	-10	-1	16	3	-3	107	2	-9	O=C(Cc1ccsc1)NCC(c1ccco1)N1CCCCC1 (stereo unspecified)
103	-1	-2	-5	-2	28	102	-2	3	CC(C)c1ccc(OCC(=O)N(c2ccccn2)C2CCCCC2)cc1
95	-1	3	2	-1	30	105	2	-5	CCCNC(=O)c1c(N)n(-c2cc(OC)cc(OC)c2)c2nc3ccccc3nc12
107	-6	5	9	12	.	111	-5	-8	CCOCCCNC(=O)c1ccc(OC2CCN(C(C)=O)CC2)c(OC)c1
102	4	2	6	4	-7	104	5	-13	COc1cc(-c2nnc(SCC(=O)NC3CCCC3)n2C)cc(OC)c1O
96	7	7	-16	0	-3	100	-3	-16	CC(C)C(=O)Nc1nnc(CCN2CCCCC2)s1
133	-3	2	5	19	-4	104	6	4	COc1ccc(CN2CCC(n3nccc3NC(=O)CCCc3ccccc3)CC2)cc1C
107	4	-1	0	6	8	103	0	6	CC1=C(C(=O)OC(C)C)C(c2ccccc2)NC(=O)N1C (stereo unspecified)
98	6	5	21	-2	6	98	2	-5	O=[N+]([O-])c1ccc(-c2cn3c(n2)CCC3)cc1
108	5	4	8	7	4	106	-2	-18	COc1ccc(N(Cc2cc3cccc(C)c3[nH]c2=O)C(=O)C2CCCO2)cc1 (stereo unspecified)
96	1	5	.	-1	-4	98	-12	-33	Cc1cccc(CS(=O)(=O)c2ncc(Cl)c(C(=O)Nc3nnc(C(C)C)s3)n2)c1
96	6	3	4	-8	-9	91	5	-6	COC(=O)c1ccc(COC(=O)CNS(=O)(=O)c2ccccc2)cc1
101	1	5	-7	0	5	99	-1	17	Cc1c(C)c2ccc(OC(C)C(=O)NCCc3c[nH]c4ccccc34)cc2oc1=O (stereo unspecified)
101	6	4	-4	4	-6	104	0	0	Cc1c(C)c(C)c(CO/N=C/c2cccs2)c(C)c1C
98	-2	2	9	1	3	99	-6	7	O=C(CCCC1=NS(=O)(=O)c2ccccc2N1)Nc1ccccc1

The listing continues:
MEKK2 WT-MEK5	IDE inh	IDE act	UBC9 SUMO inh	MEKK2mut PB1 HTS	NALP1 yeast inh	MEKK3 PB1 HTS	PfM18AAP inh	p-CIP stab down	canonical_smiles
110	-2	6	-7	10	0	101	-5	-2	CCCN(CCC)S(=O)(=O)c1ccc(NC(=O)COc2ccccc2)cc1
107	1	0	13	6	3	105	-14	-2	Cc1ccc(NC(=O)CCC(=O)Nc2ccc(C)cc2)cc1
103	4	3	-6	1	5	103	-4	-4	O=S1(=O)N=C(Oc2ccccc2)c2ccccc21
98	2	-3	0	2	.	103	-1	-11	Cc1nnc(NC(=O)c2c(F)c(F)c(F)c(F)c2F)s1
99	2	3	-21	-4	3	100	2	-2	CCOC(=O)Cn1nc(C)n(-c2ccccc2)c1=O
103	-10	1	-4	2	15	104	-12	-7	CCN(CC)S(=O)(=O)c1cc([N+](=O)[O-])ccc1N1CCC(C(N)=O)CC1
124	-1	4	6	8	12	122*	1	9	COc1cc2[nH]c(=O)n(CCC(=O)N3CCc4ccccc4C3)c(=O)c2cc1OC

In another format: results already given.
> Cc1nc(SCC(=O)c2ccc(Cl)s2)c2oc3ccccc3c2n1
- MEKK2 WT-MEK5: 95
- IDE inh: -1
- IDE act: 0
- UBC9 SUMO inh: -56
- MEKK2mut PB1 HTS: -3
- NALP1 yeast inh: -4
- MEKK3 PB1 HTS: 97
- PfM18AAP inh: 2
- p-CIP stab down: -11
> COc1ccc(OC(=O)c2ccncc2)cc1
- MEKK2 WT-MEK5: 111
- IDE inh: 6
- IDE act: 2
- UBC9 SUMO inh: 8
- MEKK2mut PB1 HTS: 5
- NALP1 yeast inh: -8
- MEKK3 PB1 HTS: 112
- PfM18AAP inh: 11
- p-CIP stab down: 3

Screening data (PubChem BioAssay)
